Source: PubChem BioAssay (several laboratories)
TMEM16A act: activates or potentiates the mouse TMEM16A chloride channel; Q8BHY3; HEK293 TMEM16A/YFP-H148Q/I152L, iodide quench fluorescence; hits give low values; AID 623877; actives 0.3% (n = 340,000); B-score at 10 µM;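 active means fluorescence-ratio B-score plate-corrected deviation score at least 3 library SD below zero, with starting fluorescence score within 5 deviations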;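 further: channel opened by trigger with iodide after compound preincubation; score built on the fluorescence ratio of max minus min over baseline; more negative score means more quench and so TMEM16A activation or potentiation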
Target sequence (Q8BHY3 whole entry, looked up): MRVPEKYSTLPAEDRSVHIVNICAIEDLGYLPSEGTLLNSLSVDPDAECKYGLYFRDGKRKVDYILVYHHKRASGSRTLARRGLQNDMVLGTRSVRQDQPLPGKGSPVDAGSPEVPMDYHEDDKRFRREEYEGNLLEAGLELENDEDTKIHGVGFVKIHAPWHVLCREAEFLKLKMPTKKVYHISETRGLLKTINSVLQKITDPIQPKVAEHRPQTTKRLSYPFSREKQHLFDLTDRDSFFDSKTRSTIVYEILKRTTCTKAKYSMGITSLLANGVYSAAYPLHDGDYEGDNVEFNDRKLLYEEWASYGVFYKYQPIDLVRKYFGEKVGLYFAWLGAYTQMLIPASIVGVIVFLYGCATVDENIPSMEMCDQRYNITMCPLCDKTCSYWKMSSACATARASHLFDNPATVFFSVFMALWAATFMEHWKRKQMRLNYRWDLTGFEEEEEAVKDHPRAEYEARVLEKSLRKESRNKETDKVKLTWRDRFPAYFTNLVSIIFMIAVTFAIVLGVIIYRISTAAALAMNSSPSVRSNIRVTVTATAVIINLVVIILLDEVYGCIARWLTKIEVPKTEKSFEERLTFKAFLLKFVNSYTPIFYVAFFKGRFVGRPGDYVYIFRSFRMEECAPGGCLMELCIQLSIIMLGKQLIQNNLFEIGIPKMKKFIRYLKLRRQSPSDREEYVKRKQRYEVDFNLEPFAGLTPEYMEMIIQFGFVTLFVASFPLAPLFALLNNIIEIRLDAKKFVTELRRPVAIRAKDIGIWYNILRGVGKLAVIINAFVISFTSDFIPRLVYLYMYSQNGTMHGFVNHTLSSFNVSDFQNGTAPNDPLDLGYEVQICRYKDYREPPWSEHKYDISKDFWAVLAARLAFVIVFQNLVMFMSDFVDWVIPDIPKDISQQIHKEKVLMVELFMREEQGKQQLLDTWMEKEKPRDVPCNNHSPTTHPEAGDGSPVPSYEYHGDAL
RGS4 block: human RGS4 inhibition. HEK293 M3R/RGS4 inducible, Fluo-4 calcium flux; hits give high values; triggered by carbachol at its EC20. P49798. B-score at 10 µM. actives 0.45% (n = 310,000);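 active means B-score, a plate-corrected calcium signal, over three deviations above library mean, with baseline fluorescence within five deviations of library mean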;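 further: RGS4 expression induced by doxycycline in cells with stable M3 receptor; B-score is computed from the integrated fluorescence ratio over baseline after carbachol; higher B-score means a larger calcium signal and so more RGS4 inhibition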
TMEM16A inh: mouse TMEM16A channel inhibition, primary screen; normalized B-score (activity score, 25-100; higher = stronger inhibition) at 10 µM; Q8BHY3; actives 1.2% (n = 310,000); HEK293 TMEM16A/YFP iodide influx fluorescence, ionomycin;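 active means ratio plate-corrected score three or more library SD toward inhibition, starting fluorescence score within five deviations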;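 further: score derived from kinetic fluorescence span divided by baseline fluorescence per well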
HDAC3 inhib: inhibitors of human histone deacetylase 3; inhibition, % at 8.3 µM; actives 0.15% (n = 320,000); recombinant HDAC3, fluorogenic peptide/trypsin coupled, fluorescence; AID 2718; in the data active means inhibition above about 26%, passing the limit was not always enough; inconclusive means no clear call, values can overlap the other calls
SKKanGAS inh: SKKanGAS growth inhibition; actives 1.3% (n = 300,000); inhibition, % at 7.5 µM; AID 1662; S. pyogenes SKKanGAS, kanamycin growth, BacTiter-Glo, 6 h;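 active means mean replicate score, as percent of positive control median, at least 50; inconclusive means mean below 50 but one replicate at or above 50; inactive means mean and every replicate below 50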;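 further: strain carries kanamycin resistance gene driven by streptokinase promoter and grows in 40 µg/ml kanamycin; loss of luminescence reflects streptokinase promoter inhibition or plain growth inhibition; 0% = median of DMSO wells and 100% = positive control at its reference dose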
RGS4 act: potentiators or activators of RGS4; actives 0.92% (n = 310,000); B-score at 10 µM; HEK293 M3R/inducible RGS4, carbachol calcium flux Fluo4; hits give low values; AID 463111;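 active means B-score of the integrated calcium signal more than 4 SD below the library mean, with starting fluorescence not abnormally high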;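 further: negative B-score means reduced calcium response which marks RGS4 activation or potentiation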
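test system = M3R-expressing HEK293 line, RGS4 induced by doxycycline | probe or stimulus = carbachol at ECmax as muscarinic agonist stimulus | timing = dye loading 30 min 37 °C, buffer rest 30 min RT | signal = calcium dye Fluo4 fluorescence | evaluation = B score from integrated fluorescence ratio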
MrgX1 agonist: agonists of human MrgX1 receptor. Q96LB2. MrgX1-HEK293 cells, Fluo-4 calcium fluorescence, agonist mode; hits give high values. B-score at 10 µM. actives 0.44% (n = 310,000). AID 588627;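 active means calcium response B-score plate-corrected fluorescence ratio at least 3 library SD, with starting fluorescence B-score inside 5 SD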
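Material: HEK293 cells stably expressing human MrgX1 receptor | Quantity: 15,000 cells per well | Times: Cells plated overnight, dye loaded 0.5 h 37 °C, 0.5 h room temperature | Measured by: Kinetic Fluo-4 NW fluorescence of intracellular calcium | Control set: Positive and negative controls per plate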
TRPC6 inhibitor: blocks the mouse TRPC6 cation channel; actives 1.1% (n = 310,000); HEK293-TRPC6, membrane potential dye, ACh-evoked depolarization; hits give low values; Q61143; B-score at 10 µM;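 active means B-score under library mean minus 3 SD, initial fluorescence not abnormally high, positive integrated signal ratio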;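 further: B-score derived from integrated fluorescence ratio over the kinetic read; more negative B-score means stronger inhibition of depolarization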
MrgX1 antagonist: antagonists of human MrgX1 receptor; AID 588676; actives 1.3% (n = 310,000); B-score at 10 µM; Q96LB2; MRGX1-HEK293 calcium flux, Fluo-4, BAM8-22 antagonism; hits give low values;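 active means calcium-response B-score plate-corrected more than 3 library SD below zero, starting fluorescence within 5 deviations, no agonist response on first addition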;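 further: peak minus trough fluorescence over baseline after final BAM8-22 challenge near maximal dose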
MrgX1 PAM: human MrgX1 positive allosteric modulation, primary screen. Q96LB2. MrgX1-HEK293, Fluo-4 calcium flux, FDSS; hits give high values. B-score at 10 µM. actives 0.63% (n = 310,000). AID 588675;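 active means plate-corrected calcium response at least 3 library SD above typical, normal starting fluorescence, not activating the receptor alone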;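 further: compound read alongside a low EC10 to EC30 dose of BAM8-22 agonist; peak minus trough fluorescence over baseline measured at the second addition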
TRPC6 act: activators of mouse TRPC6 channel; Q61143; HEK293-TRPC6 membrane potential dye fluorescence; hits give high values; B-score at 10 µM; actives 0.13% (n = 310,000); AID 2550;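 active means B-score of the integrated fluorescence ratio above library mean plus 3 SD, and starting fluorescence ratio within library mean plus 5 SD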;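 further: higher score means more depolarization so channel activation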
* = called active by the depositor; i = inactive; ? = inconclusive; · = not tested or not shown.

SMILES	TMEM16A act	RGS4 block	TMEM16A inh	HDAC3 inhib	SKKanGAS inh	RGS4 act	MrgX1 agonist	TRPC6 inhibitor	MrgX1 antagonist	MrgX1 PAM	TRPC6 act
CCCCN(C)CCNC(=O)Cn1ncc2c(=O)oc3ccc(C)cc3c21	i	i	i	·	8	i	i	i	i	i	i
CCOC(=O)C1CCN(c2nc3ccccc3nc2C(C#N)C(=O)OC(C)COC)CC1 (stereo not drawn)	i	i	i	4	2	i	i	i	i	i	i
CNC(=O)COC(=O)/C=C/c1nc2ccccc2s1	i	i	i	3	-3	i	i	i	i	i	i
Cc1ccc(Oc2nc3c(c(=O)n(Cc4ccccc4F)c(=O)n3C)n2C)cc1	i	i	i	-2	13	i	i	i	i	i	i
Cc1cc(O)c(C(=O)/C=C/c2ccc(Cl)cc2)c(=O)o1	i	i	i	-3	20	i	i	i	i	i	i
CSc1nc(-c2ccco2)nn1C(=O)c1cccs1	i	i	i	?	0	i	i	i	i	i	i
Cn1ncc2c(c(SCc3ccc(Cl)cc3Cl)nn2C)c1=O	i	i	i	-1	1	i	i	i	i	i	i
O=C(OCC(=O)N1CCCC1)c1cc([N+](=O)[O-])ccc1Cl	i	i	i	4	18	i	i	i	i	i	i
CC(C)(C)c1ccc(C(=O)N2CCNC(=O)C2CC(=O)Nc2ccc(F)cc2)cc1 (stereo not drawn)	i	i	i	1	-2	i	i	i	i	i	i
CN1CCc2c(sc3nc(SCC(N)=O)n(-c4ccc(Cl)cc4)c(=O)c23)C1	i	i	i	4	4	i	i	i	i	i	i
O=C(COc1ccc2ccc(=O)oc2c1)N1CCN(c2ccccc2)CC1	i	i	i	-5	-4	i	i	i	i	i	i
O=C1N/C(=N\c2ccccn2)SC1Cc1ccccc1Cl (stereo not drawn)	i	i	i	0	-2	i	i	i	i	i	i
O=C(NCCc1ccc(Cl)cc1)C(=O)Nc1cc2c3c(c1)CC(=O)N3CCC2	i	i	i	8	4	i	i	i	i	i	i
Cc1ccc(CS(=O)(=O)CCC(=O)NCCN2CCCC2)cc1	i	i	i	3	2	i	i	i	i	i	i
COC(=O)c1sc(NC(=O)c2ccoc2C)nc1C	i	i	·	·	21	i	·	i	·	·	i
CC(=O)N1N=C(c2ccc([N+](=O)[O-])cc2)CC1c1ccccc1Cl (stereo not drawn)	i	i	i	-6	2	i	i	i	i	i	i
N#Cc1cc2cc3c(cc2nc1NCCNC(=S)NCCCN1CCOCC1)OCO3	i	i	i	-33	9	i	i	i	i	i	i
CN(CC(=O)Nc1ccc(Cl)cc1)C(=O)CCc1c[nH]c2ccccc12	i	i	i	5	-23	i	i	i	i	i	i
Cn1cc(/C(Cc2ccccc2)=N\O)c2ccccc21	i	i	i	6	-9	i	i	i	i	i	i
O=C(c1ccc(F)cc1)c1c[nH]c(C(=O)NCc2ccco2)c1	i	i	i	4	-5	i	i	i	i	i	i
O=C(Cn1cncn1)N/N=C/c1ccccc1O	i	i	i	1	3	i	i	i	i	i	i
O=C(CCC(=O)Nc1nnc(C2CCCCC2)s1)NCc1cccs1	i	i	i	8	3	i	i	i	i	i	i
O=C1CN(C(=O)/C=C/c2ccco2)c2ccccc2N1	i	i	i	4	0	i	i	i	i	i	i
O=C(Nc1ccc(Oc2ncnc3cc(Cl)ccc23)nc1)c1ccc(F)cc1	·	i	i	-2	-1	i	i	i	i	i	i
CC(C)Cn1c(SC(C)C(=O)Nc2ccc(N3CCOCC3)cc2)nc2ccccc21 (stereo not drawn)	i	i	i	2	1	i	i	i	i	i	i
COc1cc(Cl)c(CN2CCCC(CO)(Cc3cccc(Cl)c3)C2)cc1OC (stereo not drawn)	i	i	i	9	7	i	i	i	i	i	i
CCN1CCCC1CNC(=O)Cn1cnc2sc(C)c(S(=O)(=O)N3CCC(C)CC3)c2c1=O (stereo not drawn)	·	i	i	-5	0	i	i	i	i	i	i
COc1cc([N+](=O)[O-])ccc1NC(=O)CSc1nc2ccccc2n1-c1ccccc1	·	i	i	4	-11	i	i	i	i	i	i
O=C(COC(=O)C1=Cc2ccccc2OC1)NCc1ccco1	i	i	i	5	·	i	i	i	i	i	i
COC(CNC(=O)C1CC(=O)N(CCc2ccccc2)C1)OC (stereo not drawn)	i	i	i	-1	1	i	i	i	i	i	i
COC(=O)c1ccc(NC(=O)CCN2CCOCC2)cc1	i	i	i	2	-1	i	i	i	i	i	i
Cc1c(Cl)cccc1NC(=O)CCC(=O)N/N=C/c1ccc[nH]1	i	i	i	1	-9	i	i	i	i	i	i
C=CCN(Cc1nc(-c2ccc(OC)cc2)no1)C(=O)c1ccc2c(c1)OCO2	i	i	i	-3	-2	i	i	i	i	i	i
CC(C)Cc1nc(N2CCOCC2)c(C#N)c2c1COC(C)(C)C2	i	i	i	-11	-1	i	i	i	i	i	i
CCOc1ccc(NS(=O)(=O)c2ccc3[nH]cc(C(=O)NCCOC)c(=O)c3c2)cc1	i	i	i	-2	-6	i	i	i	i	i	i
C(=C\c1nnc(-c2cccs2)o1)/c1ccccc1	i	i	i	1	-2	i	i	i	i	i	i
CCOC(=O)NC(Nc1ccc(C)cn1)(C(F)(F)F)C(F)(F)F	i	i	i	-2	4	i	i	i	i	i	i
Cc1ccc(NS(=O)(=O)c2cccc(C(=O)O)c2)c(C)c1	i	i	i	2	4	i	i	i	i	i	i
Cc1cc2c(c(=O)o1)C(c1ccc([N+](=O)[O-])o1)C(C#N)=C(N)O2 (stereo not drawn)	i	i	i	8	15	i	i	i	i	i	i
Cc1ccc(NC(=O)c2sc3nc4c(c(-c5ccco5)c3c2N)CCC4)cc1	i	i	i	-4	15	i	i	i	i	i	i
CNC(=O)CC1C(=O)N(c2ccc(OC)cc2)C(=S)N1NC(=O)c1cccc(F)c1 (stereo not drawn)	i	i	i	-5	2	i	i	i	i	i	i
COc1ccc(NC(=O)COCC(=O)Nc2ccc(C)cc2)cc1	i	i	i	-3	-2	i	i	i	i	i	i
O=C(NCCNC(=O)c1ccc(Cl)cc1Cl)c1ccccn1	i	i	i	8	2	i	i	i	i	i	i
Cc1noc(/C=C/c2ccco2)c1S(=O)(=O)N1CCC(C(=O)N2CCc3ccccc3C2)CC1	i	i	i	4	15	i	i	i	i	i	i
Cc1ccc2oc(=O)c3cc(C(=O)NCCCN4CCCC(C)C4)sc3c2c1 (stereo not drawn)	i	i	i	4	-3	i	i	i	i	i	i
CCOC(=O)C(=O)Nc1ccccc1C(=O)OCC	i	i	i	-1	15	i	i	i	i	i	i
COc1cccc(NC(=O)CN2C(=O)COc3ccc(S(=O)(=O)N4CCC(C)CC4)cc32)c1	i	i	i	-6	-10	i	i	i	i	i	i
O=S(=O)(Nc1ncnc2sc3c(c12)CCC3)c1ccc(Cl)s1	i	i	25*	1	?	i	i	i	i	i	i
Cc1cc(C)c(C#N)c(SCC2COc3ccccc3O2)n1 (stereo not drawn)	i	i	100*	-1	46	i	i	i	i	i	i
CC(C)[C@H](NC(=O)c1ccccc1)C(=O)O	i	i	i	-3	2	i	i	i	i	i	i
O=C(CCC(=O)Nc1ccccc1Cl)NNC(=O)c1ccco1	i	i	i	-4	3	i	i	i	i	i	i
COc1ccc(NC(=O)COC(=O)Cn2cnc3ccccc3c2=O)cc1OC	i	i	i	1	-6	i	i	i	i	i	i
CC(=O)NC(Cc1c[nH]c2ccccc12)C(=O)NCCc1ccccc1 (stereo not drawn)	i	i	i	-5	6	i	i	i	i	i	i
O=C(CN1C(=O)S/C(=C/c2cccs2)C1=O)N1CCOCC1	i	i	i	2	2	i	i	i	i	i	i
Cc1onc(-c2ccccc2Cl)c1-c1nc(-c2ccncc2)no1	i	i	i	0	-5	i	i	i	i	i	i
COC(=O)c1sc(NC(=S)NC(=O)c2cccc(C)c2)nc1C	i	i	i	4	4	i	i	i	i	i	i
CC(C)n1c(/N=C/c2c[nH]c3ccccc23)nc2ccccc21	i	i	i	0	-8	i	i	i	i	i	i
O=C(CSCCO)Nc1ccc(C23CC4CC(CC(C4)C2)C3)cc1	i	i	i	-1	7	i	i	i	i	i	i
Nc1cccc(-c2cc3ccccc3oc2=O)c1	i	i	i	14	-7	i	i	i	i	i	i
O=C(O)CNc1nc(Cl)ccc1[N+](=O)[O-]	i	i	i	5	14	i	i	i	i	i	i

Remaining list, next part:
SMILES	TMEM16A act	RGS4 block	TMEM16A inh	HDAC3 inhib	SKKanGAS inh	RGS4 act	MrgX1 agonist	TRPC6 inhibitor	MrgX1 antagonist	MrgX1 PAM	TRPC6 act
COc1ccc(-c2nnc3ccc(SCc4ccccc4)nn23)cc1	i	i	i	6	9	i	i	i	i	i	i
CCN(c1ccc2c(c1)OCO2)S(=O)(=O)c1cc(Br)cc2c1N(C(C)=O)CC2	i	i	i	-7	1	i	i	i	i	i	i
COC(=O)c1[nH]c2c(c1C)C(=O)CC(c1ccc(OC)cc1)C2 (stereo not drawn)	i	i	i	1	0	i	i	i	i	i	i
COc1ccc(-c2noc(CCC(=O)Nc3nc4ccccc4s3)n2)cc1	·	i	i	-5	-2	i	i	i	i	i	i
CC1(C)CC(=O)C=C(N=CC2=C(O)CC(C)(C)CC2=O)C1	i	i	i	2	2	i	i	i	i	i	i
CC(C)c1nnc(NC(=O)CCC(=O)NCc2ccc(F)cc2)s1	i	i	i	3	-2	i	i	i	i	i	i
CCN(CC)CCCNC(=O)N[C@@H](Cc1ccccc1)C(=O)O	i	i	i	-4	-6	i	i	i	i	i	i
CCN(CC)S(=O)(=O)c1cccc(NC(=O)COC(=O)/C=C/c2ccco2)c1	i	i	i	4	4	i	i	i	i	i	i
O=S(=O)(c1ccc2ccccc2c1)N(CC1CO1)c1ccccc1 (stereo not drawn)	i	i	i	2	3	i	i	i	i	i	i
O=C(Nc1ccc(Cl)cc1)Nc1ccc(Br)cn1	i	i	i	-4	-6	i	i	i	i	i	i
COc1cccc(NS(=O)(=O)c2ccc(-n3cccn3)cc2)c1	i	i	i	-7	-4	i	i	i	i	i	i
